# Source: PubChem BioAssay
# PGC1a acetyl inh – PGC1a acetylation modulation, inhibitor mode; U2OS PGC1a acetylation, AlphaScreen anti-acetyl-lysine; with virally co-expressed GCN5 acetyltransferase; inhibition, % at 15.6 µM; hit rate 0.17% among 350,000; AID 651687;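 active = every replicate shows inhibition of at least 40%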;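 also: 0% = neutral control wells and 100% = positive control wells; some results beyond the cut were filed as inactive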
# Cneo AK release – causes C. neoformans cell lysis | adenylate kinase release luminescence, 4 h; normalised: neutral wells 0, clomiphene wells 100 | lysis activity, % at 15 µM | hit rate 0.2% among 360,000 | AID 651654;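 active = mean lysis activity across replicates of at least 80%, whatever share of replicates individually reach that level; inactive = mean lysis activity below 80%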
#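 read-out = cell lysis signal | test system = log-phase Cryptococcus neoformans yeast cells | input = cells at 5 × 10^6 per mL | medium = fresh YPD growth medium | signal = luminescent adenylate kinase detection reagent | timing = 4 h at 37 °C static, read 1 h later | dosing = single dose | controls = Clomiphene as positive lysis control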
# INS-1E GSIS act – GLuc luminescence reporter in INS-1E cells, primary screen for activators of glucose-dependent secretion of insulin. INS-1E GLuc reporter insulin secretion, 2-3 h. activation, % at 16.6 µM. hit rate 0.61% among 370,000;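 active = lowest replicate activation of at least 40%, so every replicate reaches that level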;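 also: 0% = median of neutral control wells and 100% = median of IBMX positive control wells; some compounds called inactive have numbers as strong as hits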
# C2C12 statin – protects C2C12 myotubes from simvastatin toxicity. ATP luminescence, 48 h; scaled: DMSO 0, geranylgeraniol control 100. rescue of ATP level, % at 7.49 µM. hit rate 0.78% among 330,000. AID 602340;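 active = mean ATP rescue above about 67%, or every replicate alone reaching that limit, limit read from the data, passing the limit was not always enough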;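 also: myotubes were challenged with 10 µM simvastatin during compound exposure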
# miR-122 sensor – miR-122 inhibition in Huh7 cells; hit rate 0.3% among 340,000; AID 602342; activation (reporter increase), % at 12.5 µM; Huh7 miR-122 Renilla luciferase sensor, 48 h; neutral wells = 0, positive control = 100;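 active = mean replicate activation score at least 90 and every replicate individually at or above 90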;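 also: higher luciferase means less miR-122 activity so hits act as miR-122 inhibitors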
# PglD DTNB – inhibitors of Campylobacter jejuni PglD acetyltransferase | purified PglD enzyme, DTNB colorimetric CoA detection | inhibition, % at 12.5 µM | hit rate 0.098% among 360,000 | AID 602405; in the data active = inhibition above about 16%, passing the limit was not always enough; also: strong numbers were not always called active
# FN deposition inh – fibronectin deposition inhibition. inhibition, % at 12.6 µM. AID 743247. hit rate 0.086% among 350,000. AH1F fibroblasts, Alexa488-fibronectin deposition fluorescence, overnight;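 active = mean inhibition across replicates of 30% or more, regardless of how many single replicates reach that level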;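 also: positive control wells lacked labelled fibronectin entirely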
#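 Schedule: 1 h cell adhesion before compound, then overnight fibronectin incubation; test system: AH1F fibroblast monolayer depositing Alexa488-labelled fibronectin into matrix; quantity: 10000 AH1F cells per well; probe or stimulus: fluorescent fibronectin at 24 nM final; signal: fluorescence, ex 485 nm, em 525 nm; evaluation: percent inhibition as loss of matrix-bound fibronectin fluorescence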
# CFTR F508del cor – correctors of CFTR F508del function in bronchial epithelial cells. activity (quench increase), % at 7.58 µM. AID 720511. hit rate 0.36% among 350,000. CFBE cells, YFP halide quenching; stimulated with forskolin plus potentiator P3; % fluorescence drop versus neutral controls;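 active = mean added fluorescence quench of at least 8% versus neutral control, with both replicates also reaching 8%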;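 also: cells transiently co-express mutant CFTR-F508del with the halide-sensitive YFP; corrector assay measuring rescue of mutant channel to the surface after 24 h compound exposure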
# * hit, by the source's call; / = not tested or not shown; [ ] = another dose, or the depositor's remark.
SMILES,PGC1a acetyl inh,Cneo AK release,INS-1E GSIS act,C2C12 statin,miR-122 sensor,PglD DTNB,FN deposition inh,CFTR F508del cor
c1coc(C2OCC3(CO2)COC(c2ccco2)OC3)c1 (stereo not given),2.8,/,-5.4,/,/,/,3.7,0.2
CC(C)n1nccc1NC(=O)COC(=O)c1ccc(NC(N)=O)cc1,3.0,1.0,9.6,-3.5,-5.0,1.6,16.3,0.6
CCn1c(=O)cc(OCC(=O)Nc2ccc(C)cn2)c2ccccc21,-1.8,4.3,/,-74.0,-0.8,-0.4,/,/
CC(C)(C)n1nnnc1C(c1cccs1)N1CCN(Cc2ccccc2)CC1 (stereo not given),0.2,0.5,/,-3.3,8.9,-0.5,/,1.9
CC(=O)c1cc2c(cc1NC(=O)CSc1nnc(C3CC3)n1C)OCO2,-8.8,0.5,7.5,5.1,-4.0,-0.1,-1.2,0.0
C=CCn1c(CCSCc2ccccc2)n[nH]c1=S,-1.0,/,6.5,18.2,-0.7,/,-12.0,0.4
Cc1cc(C)cc(NC(=O)CSc2nc3c(oc4ccccc43)c(=O)n2-c2ccccc2)c1,-14.2,-0.8,6.4,0.4,0.4,-0.5,11.5,/
O=C(C[C@@H]1CC[C@@H]2[C@H](COC[C@@H](O)CN2C(=O)C2CC2)O1)NCc1ccncc1,0.3,-2.5,15.8,-3.9,3.0[16.7 µM],-3.9,-1.4,-0.9
O=C(CN1CCCCC1)Nc1ccc(NC(=O)c2ccc(Cl)cc2)cc1Cl,11.6,-0.1,/,1.9,6.0,9.1,-5.3,/
COCC(=O)N1CCCCN2[C@H](CO)[C@H](c3ccc(-c4ccccc4)cc3)[C@@H]2C1,3.8,-0.8,10.0,/,0.7[16.7 µM],0.2,/,1.9
O=C1CCc2cc(NS(=O)(=O)c3ccc([N+](=O)[O-])cc3)cc3c2N1CCC3,/,1.1,-7.0,6.5,-0.2,-1.8,-5.0,4.1
O=C(c1cc(-c2ccccc2Cl)nc2ccc(Br)cc12)N1CCN(c2ccccn2)CC1,-17.0,-2.0,-16.1,11.7,-8.9,3.3,8.7,1.3
COC(=O)c1cc(C(C)=O)n2ccccc12,-10.7,-1.5,5.9,2.6,-1.7,3.1,/,/
O=C1NCCN(CC2CCN(CCC3CCCC3)CC2)C1=O,4.4,0.9,-1.9,0.8,-4.6,-0.7,1.4,3.4
CCCN(CCC)CC(=O)NCC1(c2ccccc2)CCOCC1,/,2.5,/,/,10.7,4.6,-0.8,/
COc1ccc(S(=O)(=O)N(C)Cc2ccc3c(c2)OCCO3)cc1,4.2,0.7,19.6,2.9,6.3,3.4,-6.7,0.1
CC(C)(C)OC(=O)CC[C@@H](C(=O)N1CCN(C(=O)OC(C)(C)C)CC1)n1cc(C(Cc2ccc(O)cc2)NC(=O)OC(C)(C)C)nn1 (stereo not given in full),/,-1.8,-18.6,17.7,-4.4,1.1,5.3,4.5
S=C(Nc1ccc(Cl)cc1)NC1CC2CCCC(C1)N2C1CC1 (stereo not given),7.2,0.4,-7.5,-49.4,26.2,0.1,/,-1.3
COc1cccc(CNC(=O)C[C@@H]2CC[C@@H](NS(=O)(=O)c3ccccc3OC)[C@@H](CO)O2)c1,4.4,-0.2,-9.2,-1.9,/,-0.8,/,4.4
CN=Cc1sc2ccccc2c1O,-2.9,0.0,7.0,-6.5,0.8,3.6,/,0.2
CN=c1scc(-c2ccccc2F)n1/N=C/c1ccc[nH]1,15.5,/,4.3,-8.4,-2.2,/,1.3,-0.1
O=C(NC[C@@H]1N[C@@H](CO)[C@H]1c1ccc(C2=CCCCC2)cc1)c1ccccc1,-16.6,1.8,-21.9,-22.3,-7.1[16.7 µM],-2.7,-15.8,3.0
CC(O)(CS(=O)(=O)Cc1ccccc1Cl)C(=O)Nc1cccc(C(F)(F)F)c1 (stereo not given),0.1,1.3,-24.5,-6.9,7.8,-1.0,-8.6,/
CCn1c(SCC(=O)NC2=NCCS2)nnc1C(C)NC(=O)c1ccccc1F (stereo not given),0.9,-1.8,21.1,0.7,3.0,-4.3,0.5,0.7
O=C(CSCc1ccccc1Br)Nc1ccccc1,/,-1.0,-1.6,-8.1,-3.2,-12.6,-3.8,0.2
COc1ccccc1S(=O)(=O)N[C@@H]1CC[C@H](CC(=O)N2CCCCC2)O[C@H]1CO,-7.5,6.3,12.9,6.5,/,0.4,/,-2.1
O=C(Cc1c(Cl)cccc1Cl)N1CCN(S(=O)(=O)c2cccs2)CC1,-3.9,0.8,6.4,5.6,-0.7,-1.4,2.5,-0.9
Nc1c(/C=C2/C=CC(=O)C(O)=C2)c(=O)nc2sc(CC(=O)N3CCOCC3)nn12,/,1.8,-6.9,3.7,/,-2.7,-3.7,0.9
C=CCCOc1ccccc1C(N)=O,5.8,-0.4,-1.3,0.3,1.7,-1.3,-9.0,-4.9
CCn1c(=O)cc(SCC(=O)NCc2ccc(C)cc2)c2ccccc21,-15.6,4.0,/,-2.3,-9.6,2.8,-2.3,/
Cc1cc(NS(=O)(=O)c2ccc(NC(=O)Nc3cccc(Cl)c3)cc2)no1,-0.8,/,0.5,-2.9,-3.3,2.5,-21.1,/
COC(=O)c1nn(-c2ccc(OC)cc2)c(=O)cc1Oc1cccc(Cl)c1,0.0,2.0,/,8.8,-4.5,-6.1,-1.0,/
O=C(CSc1ncn[nH]1)Nc1ccccc1-c1ccccc1,-20.9,-1.1,/,/,-3.2,3.7,2.9,/
Cc1cc2c(c(SCC#N)n1)C(=O)OC2,0.6,0.3,10.1,3.3,-2.0,-4.1,/,-1.0
Cn1c2c(c(=O)n(C)c1=O)C(c1ccccc1OC(F)F)C1=C(CCCC1=O)N2 (stereo not given),-3.4,-1.4,/,4.0,2.3,0.4,-1.1,/
CNC(=O)N(O)C1N(/N=C/c2ccc(C)cc2)C(=S)SC1(C)C (stereo not given),-1.5,0.9,24.4,0.8,4.2,-3.7,-2.7,-1.0
O=C(CC1CC1)N1CC(=O)N2[C@@H](CO)[C@@H](c3ccc(C#Cc4cccc(F)c4)cc3)[C@@H]2C1,-4.2,/,-15.6,/,/,/,3.5,2.9
COC(=O)/C(=C1/Oc2ccc(C(C)(C)C)cc2S1)C(F)(F)F,9.6,/,-0.3,/,/,/,-1.3,-1.7
CC(C)/C=C/CN1CCN(CCCc2ccccc2)C(CCO)C1 (stereo not given),/,1.6,-29.7,-7.6,/,-1.7,-15.8,1.7
COc1ccc(CN(C)C[C@@H]2Oc3c(NS(=O)(=O)c4ccc(OC)cc4)cccc3C(=O)N([C@H](C)CO)C[C@H]2C)cc1,-0.1,-2.1,-7.5,16.4,7.6[16.7 µM],3.4,/,0.0
COc1cc(/C=N/N(c2ccccc2)c2ccccc2)ccc1O,4.3,-2.3,-7.7,6.5,-25.0,-0.5,-2.7,-6.2
COc1cccc(CN(CC(=O)NCC2CCCO2)C(=O)CCC(=O)Nc2cc(C)on2)c1 (stereo not given),-7.2,-0.5,/,/,-5.9,-3.0,6.2,/
C[C@@H]1CN([C@H](C)CO)C(=O)c2cc(NS(=O)(=O)c3ccc(Cl)cc3)ccc2O[C@@H](C)CCCCO[C@@H]1CN(C)C(=O)c1ccncc1,-0.9,-0.6,-8.9,/,-3.6[16.7 µM],-5.7,-1.2,-1.7
Cc1ccc2oc(=O)n(CCOc3ccccc3Cl)c2c1,-11.1,-1.1,-10.7,-1.6,-4.1,1.5,0.9,-3.3
Cc1ccc(S(=O)(=O)N2CCCC2)cc1C(=O)NCCOc1ccccc1,2.1,-0.3,12.8,6.5,3.3,-1.1,-6.1,-1.9
Cc1nnc(C)n1/N=C/c1cccs1,-11.4,-0.1,/,-4.6,10.0,-2.3,/,/
O=C(CSc1nnc(-c2ccc(Cl)cc2)n1Cc1ccco1)Nc1ccc2c(c1)OCCO2,-45.2,-1.9,/,6.8,25.1,-4.9,12.6,/
Cn1cc(/C=C/C(=O)c2ccccc2)c2ccccc21,/,-13.0,/,6.7,10.7,-3.5,-1.9,1.6
Fc1ccccc1NC(=S)NCCc1ccccc1,-1.7,12.3,/,156.0*,24.6,10.3,/,/
CCC(=O)Oc1ccc(NC(=O)CSCc2ccccc2)cc1,11.2,/,-8.1,1.8,-2.2,/,-8.5,2.3
CN(Cc1ccccc1)C(=O)C(=O)c1cn(CC(=O)N2CCCC2)c2ccccc12,/,0.4,-2.8,2.7,47.5,-2.9,/,-1.5
OCC1(CCCc2ccccc2)CCN(C2CCC2)CC1,-5.4,-0.3,-9.4,-2.3,1.6,13.7,2.3,-2.6
CN1C(=O)c2cc(NC(=O)c3cccc(F)c3)ccc2OC[C@@H]2O[C@@H](CC(=O)Nc3ccccc3)CC[C@H]21,3.5,2.0,-9.8,12.5,-7.5[16.7 µM],-2.2,1.6,0.2
COC(Cn1c(C)c(C(C)=O)c(C(C)=O)c1C)OC,0.9,3.4,/,/,-3.1,-4.0,/,/
O=C(Nc1ccc(C(F)(F)F)cc1)N[C@@H]1CC[C@@H](CC(=O)N2CCCCC2)O[C@@H]1CO,-5.6,2.2,5.3,-14.8,/,-2.0,-15.8,1.9
Cc1nc2ccccc2cc1C(=O)N/N=C/c1ccc([N+](=O)[O-])cc1,8.5,4.0,-1.2,/,0.0,6.5,5.0,/
Cc1ccc(S(=O)(=O)N2CCN(C(=O)CN3CCCSc4ccccc43)CC2)cc1,/,-0.8,-14.9,-211.2,/,0.7,0.0,-4.4
CN(Cc1nccs1)C(=O)C1CCC(=O)N(Cc2ccccc2F)C1 (stereo not given),1.3,6.1,19.2,-4.9,0.2,3.5,2.6,3.7
COc1cc(C)cc(CN2CCC(Cc3ccccc3)CC2)c1O,-3.6,0.0,4.8,-19.1,1.4,1.3,-1.9,1.6
C=CCn1cccc(C(=O)Nc2ccc(C)cc2)c1=O,/,-4.2,18.2,-1.1,-1.2,-1.8,12.5,1.1

# (list continues)
SMILES,PGC1a acetyl inh,Cneo AK release,INS-1E GSIS act,C2C12 statin,miR-122 sensor,PglD DTNB,FN deposition inh,CFTR F508del cor
C[C@H]1CN([C@@H](C)CO)C(=O)c2cc(C3=CCCC3)cnc2O[C@@H]1CN(C)C(=O)Nc1ccc(F)cc1,-8.5,/,-12.7,/,/,/,-4.7,1.6
Cc1cc(=O)[nH]c2c(C)cc(S(=O)(=O)Nc3ccc(O)cc3)cc12,12.2,2.1,-7.4,5.9,3.1,-7.3,-4.5,0.7
CCNc1cc(Cl)nc(SC)n1,-7.2,-0.3,/,/,2.6,-5.0,/,/
COc1ccc(-c2cc3cc(-c4cc(OC)c(OC)c(OC)c4)ccc3o2)cc1,0.1,0.6,4.5,5.5,0.0,-1.7,-8.6,5.0

# In another format: results already given.
molecule: C[C@H]1CN([C@@H](C)CO)C(=O)c2cc(C3=CCCC3)cnc2O[C@@H]1CN(C)C(=O)Nc1ccc(F)cc1
  PGC1a acetyl inh: -8.5	Cneo AK release: /	INS-1E GSIS act: -12.7	C2C12 statin: /	miR-122 sensor: /	PglD DTNB: /	FN deposition inh: -4.7	CFTR F508del cor: 1.6
molecule: CCNc1cc(Cl)nc(SC)n1
  PGC1a acetyl inh: -7.2	Cneo AK release: -0.3	INS-1E GSIS act: /	C2C12 statin: /	miR-122 sensor: 2.6	PglD DTNB: -5.0	FN deposition inh: /	CFTR F508del cor: /
